Tau fibril FP = qHTS for Inhibitors of Tau Fibril Formation, Fluorescence Polarization. Microtubule-associated protein tau (Homo sapiens), P10636. K18 P301L tau heparin fibrillization, Alexa594 FP, 6 h. Potency, µM (titrated, usually from 57.7 µM), without a hit: at the top dose activity, negative = inhibition, actives largely listed as inhibitors. actives 0.39% (n = 280,000). AID 1468, 2008; note: nearly all actives have a fitted effect of over 55% in size
Target sequence (P10636 561-689 P618L limits assumed): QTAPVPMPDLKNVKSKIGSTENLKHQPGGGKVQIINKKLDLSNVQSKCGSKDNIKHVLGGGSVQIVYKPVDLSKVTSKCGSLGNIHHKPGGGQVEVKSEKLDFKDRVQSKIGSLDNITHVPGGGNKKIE
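Read-out: fluorescence polarization of Alexa 594-labeled tau (0.24 uM), 555 nm excitation, 632 nm emission. Mixtures held 15 uM unlabeled K18 P301L, compound and 20 uM heparin, pH 7 acetate buffer, incubated 6 hr at 37 C.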
L3MBTL1 block = qHTS Assay for the Inhibitors of L3MBTL1; AlphaScreen L3MBTL1–H3K9me1 peptide binding; Potency, µM (series often up to 57.1 µM), for inactives: at the highest dose activity, negative = inhibition, hits mostly inhibitors; actives 0.66% (n = 230,000); AID 485360, 2010; note: nearly all actives have a fitted effect of over 60% in size
Target sequence (Q9Y468 whole entry, looked up): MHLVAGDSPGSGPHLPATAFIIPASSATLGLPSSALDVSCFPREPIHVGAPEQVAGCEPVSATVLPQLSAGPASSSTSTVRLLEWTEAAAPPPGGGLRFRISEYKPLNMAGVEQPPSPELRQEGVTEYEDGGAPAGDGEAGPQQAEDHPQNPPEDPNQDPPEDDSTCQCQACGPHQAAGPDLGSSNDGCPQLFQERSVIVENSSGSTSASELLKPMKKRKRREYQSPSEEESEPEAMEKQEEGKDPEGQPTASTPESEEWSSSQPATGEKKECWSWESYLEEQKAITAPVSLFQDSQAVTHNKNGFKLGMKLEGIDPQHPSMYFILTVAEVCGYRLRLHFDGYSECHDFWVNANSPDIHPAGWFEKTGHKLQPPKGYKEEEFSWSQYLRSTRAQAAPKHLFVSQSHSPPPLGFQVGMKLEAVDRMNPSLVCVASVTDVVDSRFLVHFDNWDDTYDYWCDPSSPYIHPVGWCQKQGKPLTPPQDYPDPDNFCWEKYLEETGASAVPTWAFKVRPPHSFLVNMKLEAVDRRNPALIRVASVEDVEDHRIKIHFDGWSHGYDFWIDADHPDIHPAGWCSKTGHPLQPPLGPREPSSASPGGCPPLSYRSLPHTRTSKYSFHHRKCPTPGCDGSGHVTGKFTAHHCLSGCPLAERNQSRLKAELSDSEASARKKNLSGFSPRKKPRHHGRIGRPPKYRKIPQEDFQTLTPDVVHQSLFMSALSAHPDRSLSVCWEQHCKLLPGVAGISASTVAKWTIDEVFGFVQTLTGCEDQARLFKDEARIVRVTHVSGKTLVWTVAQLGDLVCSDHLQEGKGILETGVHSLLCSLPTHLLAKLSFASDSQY
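L3MBTL1 (50 nM) pre-complexed 30 min with biotinylated H3(1-15)K9me1 peptide (75 nM), then compounds added for 30 min at room temperature; AlphaScreen streptavidin donor/nickel chelate acceptor beads (10 ug/mL final) read after 30 min dark incubation.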
ALDH1A1 inh = qHTS Assay for Inhibitors of Aldehyde Dehydrogenase 1 (ALDH1A1) | actives 7.3% (n = 220,000) | Purified ALDH1A1, NADH fluorescence, propionaldehyde substrate | Aldehyde dehydrogenase 1A1 (Homo sapiens), P00352 | Potency, µM (titrated, usually from 75.3 µM), without a hit: top-dose activity, negative = inhibition, hits mostly inhibitors | AID 1030, 2008; active = well fitted inhibition curve with a large enough effect, not every such curve was filed as active; inconclusive = small, poorly fitted or top-dose-only effect, or another doubt; inactive = no such curve, though single readings can be large or run the other way;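 note: plate controls were no enzyme wells and a reference inhibitor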
GLA spleen mod = qHTS Assay for Inhibitors and Activators of Human alpha-Galactosidase From Spleen Homogenate. actives 0.008% (n = 240,000). Alpha-galactosidase A (Homo sapiens), P06280. Potency, µM (top dose mostly 80 µM), inactives show top-dose activity change, negative = inhibition, hits mostly inhibitors. human spleen homogenate, 4MU-alpha-Gal fluorescence, 40 min;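 note: 0% = enzyme with vehicle and -100% = no enzyme basal signal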
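Spleen homogenate 1 ug + cpd (titration) + 4-MU-alpha-D-galactopyranoside 1 mM; 37C 40 min; 50 mM citrate/phosphate pH 5.0, 0.01% Tween-20; stop pH 10; fluorescence 365/440; AC50 via Hill.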
Tau fluor cs = Counterscreen qHTS for Inhibitors of Tau Fibril Formation, Fluorescence Polarization. Potency, µM (doses to about 57.7 µM), for inactives: top-dose activity change, negative = decrease. actives 0.93% (n = 280,000). AID 1463, 2008. tau K18 P301L Alexa594 fluorescence, heparin fibrillization; note: nearly all actives have a fitted effect of over 55% in size
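Human tau K18 P301L (15 uM unlabeled, 0.24 uM Alexa 594-labeled) in 100 mM sodium acetate pH 7 with 20 uM heparin, 6 hr at 37 C. ThT 30 uM added, 1 hr ambient; Alexa 594 FP and total fluorescence read at 555/632 nm.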
Tau fibril ThT = qHTS for Inhibitors of Tau Fibril Formation, Thioflavin T Binding | Microtubule-associated protein tau (Homo sapiens), P10636 | recombinant tau K18 P301L, heparin-induced fibrillization, ThT fluorescence | Potency, µM (highest dose often 57.4 µM), for inactives: at the top dose activity, negative = inhibition, hits mostly inhibitors | actives 2.1% (n = 270,000) | AID 1460, 2008; note: nearly all actives have a fitted effect of over 55% in size
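Using a mix of unlabeled (15 uM) and Alexa 594-labeled (0.24 uM) tau K18 P301L, heparin-triggered fibrillization over 6 hr at 37 C was scored by ThT fluorescence.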
TR SRC2 fluor cs = Total Fluorescence Counterscreen for Inhibitors of the Interaction of Thyroid Hormone Receptor and Steroid Receptor Coregulator 2 | actives 0.29% (n = 280,000) | TRb/SRC2 Texas Red total fluorescence interference | Potency, µM (doses to about 106 µM), without a hit: at the highest dose fluorescence change, negative = quenching | AID 1479, 2009; active = well fitted curve in either direction with a large enough effect; inconclusive = small, poorly fitted or top-dose-only effect
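Human TRb ligand-binding domain at 0.6 uM with 20 nM Texas Red SRC2 peptide in Tris buffer containing 1 uM T3 and 5% DMSO, incubated with compound 5 h at ambient temperature. Total fluorescence (555/632 nm) calculated as parallel + 2 × perpendicular.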
TRb SRC2 PPI = qHTS for Inhibitors of the Interaction of Thyroid Hormone Receptor and Steroid Receptor Coregulator 2. AID 1469, 2008. Potency, µM (series often up to 106 µM), for the others: top-dose activity change, negative = inhibition, actives largely listed as inhibitors. Thyroid hormone receptor beta (Homo sapiens), P10828. actives 0.065% (n = 280,000). TRbeta-SRC2 peptide binding, fluorescence polarization; receptor liganded with 1 µM T3;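 note: plate controls were bound peptide for no effect and peptide without receptor for full effect; nearly all actives have a fitted effect of over 50% in size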
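Human TRb ligand-binding domain (0.6 uM) is mixed with 20 nM Texas Red SRC2 peptide and 1 uM T3; after compound addition and 5 hr at ambient temperature, polarization is measured and normalized to unbound and bound controls.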
* hit, by the source's call; ? = inconclusive; · = not tested or not shown; [ ] = another dose, or the depositor's remark. Unless noted, calls come from the whole dose curve; as a rule, active = well fitted curve in the direction sought with a large enough effect; inconclusive = small, poorly fitted or top-dose-only effect, or another doubt; inactive = no such curve, though single readings can be large; an effect the other way counts as inactive or inconclusive. Unless noted, % is set by controls: 0 for no effect and ±100 for the full control effect; potency is the fitted concentration of half-maximal effect.

1: CCc1cccc(NC(=O)CSc2ncc3c(n2)-c2ccccc2N(Cc2ccccc2C)S3(=O)=O)c1
2: CCOC(=O)CNC(=O)CSc1nnc(-c2ccccc2)c(-c2ccccc2)n1
3: COc1ccc(C(=O)OCC(=O)Nc2cc(C)c(C)cc2[N+](=O)[O-])cc1
4: CC1CN(c2nc3ccccn3c(=O)c2/C=C(\C#N)C(N)=O)CC(C)O1 (stereo not given)
5: Cc1ccc(CN2CCC(c3cc(-c4cccs4)n[nH]3)CC2)cc1
6: CC(=O)c1c(C)[nH]c(C(=O)Nc2cccnc2)c1C
7: Cc1ccc(CCNC(=O)C23CN(Cc4ccccc4)CC2C(c2ccc([N+](=O)[O-])cc2)=NO3)cc1 (stereo not given)
8: COC(=O)CCC(=O)OC1(C)C(=O)C2=CN(c3ccc(OC)cc3)C(c3ccc(OC)cc3)=CC2=C(Br)C1=O (stereo not given)

| assay / entry | 1 | 2 | 3 | 4 | 5 | 6 | 7 | 8 |
| --- | --- | --- | --- | --- | --- | --- | --- | --- |
| Tau fibril FP | ? | -1% | -2% | -5% | 8% | -7% | ? | 4%[11.6 µM] |
| L3MBTL1 block | · | -5% | -5% | 3% | -4% | -2% | 12% | · |
| ALDH1A1 inh | · | ? | 7% | · | -6% | -4% | 14µM* | ? |
| GLA spleen mod | · | -19% | 7% | 19% | -13% | -15% | 0% | -1%[17.5 µM] |
| Tau fluor cs | ? | -4% | -12% | -7% | -10% | 2% | -24% | -18%[11.6 µM] |
| Tau fibril ThT | -6% | -1% | -8% | -6% | -11% | 7% | -11% | -17%[11.5 µM] |
| TR SRC2 fluor cs | -1% | -4% | -1% | -7% | -1% | -5% | 1% | 1%[11.2 µM] |
| TRb SRC2 PPI | 3% | -3% | 1% | -3% | 12% | 1% | -11% | 3%[11.2 µM] |

9: CC(C)CO/N=C1/C[C@@H](O)[C@@H](O)[C@@H]2[C@@H]3C(=O)N(c4cccc(Oc5ccccc5)c4)C(=O)[C@H]3CC[C@H]12
10: COCCN(C(=O)Nc1ccccc1)c1ccccc1C
11: O=C(NCc1cccs1)c1noc2c1CCCC2
12: O=c1[nH]c(-c2ccccc2)cs1
13: CCN(CC)c1ccc(/C=C2/C(=O)ON=C2C)cc1
14: O=C(CSc1nc2c(c(=O)[nH]1)CCCC2)Nc1ccc(Cl)cc1F
15: COc1ccc(-c2nnc3n2N=C(C)CS3)cc1
16: COc1cc(CO)ccc1OCc1nnnn1-c1ccc(C)cc1

| assay / entry | 9 | 10 | 11 | 12 | 13 | 14 | 15 | 16 |
| --- | --- | --- | --- | --- | --- | --- | --- | --- |
| Tau fibril FP | 0%[11.6 µM] | 2% | 2% | -1% | -6% | -10% | 1% | 8% |
| L3MBTL1 block | · | 5% | 1% | 1% | -17% | -2% | -5% | -2% |
| ALDH1A1 inh | -5%[13.5 µM] | 6% | 0% | 15% | 1.5µM* | ? | -2% | 0% |
| GLA spleen mod | -9%[17.5 µM] | -2% | 2% | -1% | -2% | 4% | 10% | 11% |
| Tau fluor cs | -7%[11.6 µM] | 3% | 1% | 3% | -28% | -7% | 4% | -6% |
| Tau fibril ThT | -7%[11.5 µM] | 5% | -5% | 6% | 8.9µM* | -13% | 1% | 6% |
| TR SRC2 fluor cs | 0%[11.2 µM] | -1% | -2% | -3% | -13% | 2% | -3% | -2% |
| TRb SRC2 PPI | -3%[11.2 µM] | 2% | 3% | 1% | 8% | -17% | -1% | 11% |

17: CC(=O)Nc1ccc(S(=O)(=O)N2CCN(S(=O)(=O)N3CCCCCC3)CC2)cc1
18: Cc1cccn2c(CN[C@H]3CCCCNC3=O)c(C(=O)N3CCOCC3)nc12
19: O=C(NCCCNC(=O)c1cccs1)c1cccs1
20: Cc1sc2ncn(CC(=O)N3CCN(c4ccccc4)CC3)c(=O)c2c1S(=O)(=O)N1CCC(C)CC1
21: COc1ccc([N+](=O)[O-])cc1NC(=O)Cc1ccc(Cl)cc1
22: O=C(O)c1cccc(NC(=O)c2cn(-c3ccccc3)nc2-c2ccncc2)c1
23: CCc1ccc(N2CC(C)Cn3c2nc2c3c(=O)n(CCN3CCOCC3)c(=O)n2C)cc1 (stereo not given)
24: CCC(=O)Nc1cccc(NC(=O)CSc2nnnn2C)c1

| assay / entry | 17 | 18 | 19 | 20 | 21 | 22 | 23 | 24 |
| --- | --- | --- | --- | --- | --- | --- | --- | --- |
| Tau fibril FP | 3% | -1% | -1% | 7% | -8% | -5% | 6% | 5% |
| L3MBTL1 block | 0% | 4% | 1% | · | -5% | -2% | -5% | 11% |
| ALDH1A1 inh | 5% | -4% | 7% | · | 13% | 4% | ? | 15% |
| GLA spleen mod | -7% | 5% | 5% | · | 3% | -1% | -3% | 4% |
| Tau fluor cs | 1% | 0% | -3% | ? | -29% | -4% | -5% | 3% |
| Tau fibril ThT | 0% | -7% | -3% | -13% | -4% | -3% | -2% | -2% |
| TR SRC2 fluor cs | -3% | 2% | 3% | -3% | 1% | -3% | 1% | -1% |
| TRb SRC2 PPI | -4% | -6% | -1% | 3% | -3% | -5% | 6% | 1% |

The final 3 entries of the section before lead into the next:
22: O=C(O)c1cccc(NC(=O)c2cn(-c3ccccc3)nc2-c2ccncc2)c1
23: CCc1ccc(N2CC(C)Cn3c2nc2c3c(=O)n(CCN3CCOCC3)c(=O)n2C)cc1 (stereo not given)
24: CCC(=O)Nc1cccc(NC(=O)CSc2nnnn2C)c1
25: COc1cc(C)c(S(=O)(=O)N2CCCC2)cc1C
26: CCOC(=O)N1CCN(Cc2nc3c(c(=O)n(C)c(=O)n3C)n2Cc2cccc3ccccc23)CC1
27: CCn1c(SCC(=O)NCCc2ccc(OC)c(OC)c2)nc2c1c(=O)n(C)c(=O)n2C
28: CN(CC(=O)Nc1ccc(OC(F)(F)F)cc1)S(=O)(=O)c1ccc2c(c1)CCC(=O)N2
29: CCOC(=O)C1C(=O)CC(C)(O)C(C(=O)OCC)C1c1ccc(OC)cc1 (stereo not given)
30: CC(=O)NN1C(=O)c2ccccc2NC1c1ccc([N+](=O)[O-])o1 (stereo not given)
31: O=C(N/N=C/c1cccc([N+](=O)[O-])c1)c1ccncc1
32: CC1CCCN(c2nc3c(c(=O)[nH]c(=O)n3C)n2CCCc2ccccc2)C1 (stereo not given)

| assay / entry | 22 | 23 | 24 | 25 | 26 | 27 | 28 | 29 | 30 | 31 | 32 |
| --- | --- | --- | --- | --- | --- | --- | --- | --- | --- | --- | --- |
| Tau fibril FP | -5% | 6% | 5% | -8% | 7% | -10% | ? | -4% | 1% | 0% | -2% |
| L3MBTL1 block | -2% | -5% | 11% | ? | 9% | -1% | · | · | · | -2% | -4% |
| ALDH1A1 inh | 4% | ? | 15% | -4% | 0.1µM* | -13% | · | 6% | -8% | · | ? |
| GLA spleen mod | -1% | -3% | 4% | 5% | -5% | 0% | · | 11% | 7% | -1% | -1% |
| Tau fluor cs | -4% | -5% | 3% | 1% | -2% | -6% | -16% | 2% | -7% | ? | 3% |
| Tau fibril ThT | -3% | -2% | -2% | -4% | -15% | -9% | -16% | 3% | -14% | ? | -8% |
| TR SRC2 fluor cs | -3% | 1% | -1% | -2% | -2% | 1% | 2% | -1% | -1% | -1% | -2% |
| TRb SRC2 PPI | -5% | 6% | 1% | -18% | -9% | 10% | -8% | -14% | 0% | 1% | -6% |

33: CCCOc1ccc(CNC(=O)C2CCN(c3nc4ccccc4nc3C(F)(F)F)CC2)cc1
34: CC(C)OC(=O)/C(=C\c1ccccc1)NC(=O)c1ccccc1
35: CCn1ccnc1CN(C)Cc1nc(-c2ccc(C(=O)OC)cc2)no1
36: CCc1nnc(SCC(=O)Nc2cc(Cl)c(OC)cc2OC)c2cc3oc(C)cc3n12
37: CCCCCCN1Cc2ccccc2C1
38: CC(=O)c1ccc(NC(=O)CSc2nccn2CCc2ccccc2)cc1
39: COc1ccc(C2C3=C(CCCC3=O)Nc3nc(C(F)(F)F)nn32)cc1OC (stereo not given)
40: CCN(CC)S(=O)(=O)c1ccc(/C=C/C(=O)OCC(=O)Nc2ccc(S(N)(=O)=O)cc2)cc1

| assay / entry | 33 | 34 | 35 | 36 | 37 | 38 | 39 | 40 |
| --- | --- | --- | --- | --- | --- | --- | --- | --- |
| Tau fibril FP | -9% | 0% | -4% | -8% | 0% | 1% | 8% | 3% |
| L3MBTL1 block | · | -4% | -17% | · | -7% | · | ? | 23% |
| ALDH1A1 inh | · | 16% | · | · | 17% | ? | ? | ? |
| GLA spleen mod | · | 1% | -4% | · | 13% | -6% | 19% | -3% |
| Tau fluor cs | -3% | 1% | -13% | -11% | -3% | -25% | -8% | -12% |
| Tau fibril ThT | 5% | 1% | -12% | -16% | -9% | -13% | -13% | -9% |
| TR SRC2 fluor cs | -2% | 0% | 4% | 1% | -1% | -1% | 1% | -10% |
| TRb SRC2 PPI | 3% | -11% | -3% | -6% | -2% | 1% | -27% | 10% |

41: CCCC(CCC)C(=O)Nc1cccc(C(=O)O)c1
42: Cc1ccc(OCC(=O)NCC(=O)Nc2ccc(F)cc2)c([N+](=O)[O-])n1
43: Cc1ccccc1OCC(=O)Nc1ccc(C(N)=O)cc1
44: COc1ccc(CNC(=O)c2nnn(-c3cccc(C(F)(F)F)c3)c2N)cc1

| assay / entry | 41 | 42 | 43 | 44 |
| --- | --- | --- | --- | --- |
| Tau fibril FP | -4% | 0% | -5% | -4% |
| L3MBTL1 block | · | 4% | · | · |
| ALDH1A1 inh | -4% | 8% | 19% | 1% |
| GLA spleen mod | 5% | 3% | -5% | -3% |
| Tau fluor cs | -4% | 1% | -16% | -22% |
| Tau fibril ThT | 2% | 0% | ? | -8% |
| TR SRC2 fluor cs | -1% | -1% | -6% | -3% |
| TRb SRC2 PPI | -17% | -5% | 1% | 2% |

Screening results (PubChem)
